# DAGLB inhibitor – blocks human DAGLB lipase activity; HEK293T DAGLB membrane lysate, EnzChek fluorogenic substrate; AID 504411; inhibition, % at 5.17 µM; actives 0.059% (n = 340,000); in the data active means inhibition above about 34%;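 further: 0% = enzyme with vehicle and 100% = wells lacking enzyme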
# SR-BI DiI-HDL act – enhances SR-BI lipid uptake from DiI-HDL | AID 504775 | activation, % at 12.5 µM | actives 0.096% (n = 320,000) | CHO ldlA[mSR-BI] cells, DiI-HDL uptake fluorescence, 3 h; 100 = double the neutral-control signal;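 active means mean replicate activation of at least 60% and every replicate at or above 60%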;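 further: 0% = median plate neutral-control signal and 100% = twice that signal; values of inactives mirror those of a sister screen read the other way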
#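 Material – SR-BI-overexpressing, LDLR-lacking CHO cells · Medium – BSA-supplemented, HEPES-buffered Ham's F12, pH 7.4 · Doses – single concentration · Times – compound with DiI-HDL co-incubation, 3 h at 37 °C · Measured by – bottom-read fluorescence, 550/595 nm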
# PKA-R2B act – activates the human PKA-R2B holoenzyme complex; PKA-R2B holoenzyme dissociation, Cy5-IP20 fluorescence polarization; R2B truncated from residue 108, S112A mutant; 0% DMSO only, 100% 113 µM cGMP; activation, % at 11.4 µM; P22694+P31323; actives 0.079% (n = 340,000);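 active means activation above a cutoff set at the mean over all compounds plus 3 SD, cut at about 18% in these data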;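 further: higher means more holoenzyme dissociation and a rise in polarization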
# Target sequence (P31323 whole entry, looked up, other chains not shown, the tested form may be a part): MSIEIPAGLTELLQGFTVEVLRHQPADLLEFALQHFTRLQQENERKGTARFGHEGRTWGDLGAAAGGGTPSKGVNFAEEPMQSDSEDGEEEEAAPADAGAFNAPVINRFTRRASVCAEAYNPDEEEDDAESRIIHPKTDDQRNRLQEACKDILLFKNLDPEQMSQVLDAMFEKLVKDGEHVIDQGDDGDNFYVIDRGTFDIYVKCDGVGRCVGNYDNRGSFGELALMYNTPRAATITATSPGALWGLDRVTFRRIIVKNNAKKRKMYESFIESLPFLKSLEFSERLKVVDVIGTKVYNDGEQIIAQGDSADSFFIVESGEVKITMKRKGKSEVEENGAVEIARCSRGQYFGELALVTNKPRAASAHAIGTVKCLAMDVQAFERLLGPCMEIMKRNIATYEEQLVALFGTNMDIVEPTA
# NSD2 inh – blocks human histone methyltransferase NSD2; actives 0.54% (n = 310,000); NSD2 peptide methylation, AlphaScreen, 120 min; O96028; AID 743445; inhibition, % at 12.5 µM; in the data active means inhibition above about 50%
# SR-BI HDL uptake – mouse SR-BI HDL lipid transfer inhibition; Q61009; ldlA[mSR-BI] CHO cells, DiI-HDL uptake fluorescence, 3 h; inhibition, % at 12.5 µM; actives 0.96% (n = 320,000); AID 488896;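 active means mean replicate inhibition of at least 70% and a set share of replicates each scoring 70 or more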;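 further: 0% = median of neutral control wells and 100% = median of positive control wells; values of inactives mirror those of a sister screen read the other way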
# C-LANA FP – inhibitors of KSHV LANA C-terminal domain DNA binding; MBP-C-LANA/FAM-LBS DNA binding, fluorescence polarization; actives 0.078% (n = 340,000); AID 504423; inhibition, % at 9 µM;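 active means highest replicate inhibition at or above 60% at 9 µM, even if other replicates fall short; inactive means all replicates below 60% inhibition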;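 further: 0% = neutral control wells and 100% = 4 µM acridine orange control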
# PvdQ acylase – blocks Pseudomonas aeruginosa PvdQ acylase activity; purified PvdQ acylase, fluorescence plate reader; inhibition, % at 10 µM; actives 0.063% (n = 340,000); AID 488965; in the data active means inhibition above about 30%, passing the limit was not always enough;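 further: 0% = vehicle neutral wells and 100% = reference inhibitor wells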
# Cardiac RTF inh – cardiac RTF calcium desensitization; P19429+P45379; IANBD-labeled cardiac RTF, Ca2+ fluorescence; inhibition, % at 7.15 µM; actives 0.12% (n = 340,000); AID 493244;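 active means inhibition above the mean inhibition of all tested compounds plus 3 SD, cut at about 17% in these data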;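 further: assay run at fixed EC70 calcium of 1.6 mM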
# Arrestin-AP2 inh – human beta-arrestin and AP2 interaction inhibition. FITC-arrestin peptide / GST-AP2 beads, flow cytometry; AP2 beta2 appendage carries R879A mutation. inhibition, % at 10 µM. actives 0.31% (n = 340,000);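 active means inhibition above a set limit, near 3 SD of compounds lacking own fluorescence, cut at about 54% in these data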;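 further: plate controls were DMSO wells for no effect and 5 µM unlabelled arrestin peptide for full effect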
#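 Test system: GST-tagged AP2 beta2-adaptin appendage (R879A) on 4 µm glutathione beads; also added: fluorescein-tagged arrestin peptide at 50 nM final; timing: 12 min plus 1 h, RT; signal: flow cytometry, FL1 (488/535 nm); read-out: percent drop in bead-associated FITC signal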
# Keap1-Nrf2 PPI – Keap1-Nrf2 (human) interaction inhibition | Keap1 Kelch-Nrf2 peptide fluorescence polarization, 1536-well | inhibition, % at 9.4 µM | actives 0.15% (n = 340,000) | Q14145; in the data active means inhibition above about 12%;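 further: human Keap1 Kelch domain with fluorescein labeled Nrf2 9mer peptide probe; 0% = neutral control wells and 100% = peptide positive control; higher means more block of Keap1 binding to Nrf2 peptide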
# Target sequence (Q14145 whole entry, looked up, the tested form may be a part): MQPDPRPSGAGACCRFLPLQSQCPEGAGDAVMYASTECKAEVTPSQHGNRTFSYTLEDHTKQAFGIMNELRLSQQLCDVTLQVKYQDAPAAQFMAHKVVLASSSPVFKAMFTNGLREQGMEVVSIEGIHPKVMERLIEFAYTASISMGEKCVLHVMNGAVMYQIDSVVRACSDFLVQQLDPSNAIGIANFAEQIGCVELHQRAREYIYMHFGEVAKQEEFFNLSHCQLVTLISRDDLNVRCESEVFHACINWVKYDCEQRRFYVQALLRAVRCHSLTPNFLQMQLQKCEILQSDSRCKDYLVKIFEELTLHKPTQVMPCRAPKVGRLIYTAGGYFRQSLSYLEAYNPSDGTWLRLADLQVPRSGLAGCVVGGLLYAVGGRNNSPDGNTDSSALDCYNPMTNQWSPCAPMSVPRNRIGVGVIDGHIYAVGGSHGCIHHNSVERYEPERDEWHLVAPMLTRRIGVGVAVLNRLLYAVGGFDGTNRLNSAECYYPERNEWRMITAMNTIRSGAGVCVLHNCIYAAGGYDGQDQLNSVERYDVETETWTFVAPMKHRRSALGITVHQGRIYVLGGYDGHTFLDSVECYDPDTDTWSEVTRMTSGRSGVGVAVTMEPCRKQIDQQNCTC
# Starred values were filed as active, the others as inactive; nt = no result given.
smiles	DAGLB inhibitor	SR-BI DiI-HDL act	PKA-R2B act	NSD2 inh	SR-BI HDL uptake	C-LANA FP	PvdQ acylase	Cardiac RTF inh	Arrestin-AP2 inh	Keap1-Nrf2 PPI
O=C(c1ccc(C(F)(F)F)cc1)N1CCC(=O)N(C(COCc2ccc(Cl)cc2)Cc2ccccc2)CC1 (stereo not drawn)	-4	-17	-2	nt	17	1.5	-11	-16	6	-3
CSc1nc(Cl)cc(Nc2ccc(O)cc2)n1	-1	-27	-3	-2	27	-2.2	-3	4	-14	-3
COCCN(C(=O)COC(=O)c1ccccc1NCc1ccco1)c1c(N)n(Cc2ccccc2)c(=O)[nH]c1=O	3	-54	-3	0	54	6.1	-21	-40	0	-7
CN(C)S(=O)(=O)c1cccc(COC(=O)C2=COCCO2)c1	2	7	4	-1	-7	-0.6	5	0	14	0
O=[N+]([O-])c1cccnc1N1CCC(c2cc(-c3cccc(C(F)(F)F)c3)n[nH]2)CC1	4	9	5	7	-9	0.3	-2	-11	8	6
Cc1ccc(CNC(=O)C2CCCCN2S(=O)(=O)c2ccccc2)cc1 (stereo not drawn)	1	11	3	-4	-11	-0.7	-8	-5	3	4
COc1cccc(OC)c1C(=O)OCC(=O)NC1CCCCCC1	-2	-9	-4	0	9	-0.7	0	9	17	-2
Cc1ccccc1CN1CCN(C(C)C(=O)NNC(=O)c2ccc(F)cc2)CC1 (stereo not drawn)	-1	16	-4	15	-16	0.7	-7	-3	-20	-5
CC(OC(=O)/C(C#N)=C/c1ccc(N(C)C)cc1)C(=O)N(C)Cc1ccccc1 (stereo not drawn)	-19	-16	9	-2	16	3.4	3	-48	51	-9
Cc1ccc2oc(=O)c3cc(C(=O)NCCCN4CCN(C)CC4)sc3c2c1	-1	-19	9	8	19	1.6	-7	-8	5	-4
Cc1cc(C)c2oc(C(=O)Nc3ccc(S(=O)(=O)N4CCCC(C)C4)cc3)cc(=O)c2c1 (stereo not drawn)	-1	-43	6	-3	43	1.5	-8	-8	15	-3
CC(=O)Nc1ccc(S(=O)(=O)N2CCn3cccc3C2C)cc1 (stereo not drawn)	0	nt	10	4	-14	1.7	0	-9	17	4
O=C(NCC(=O)N1CCN(S(=O)(=O)c2cccc(F)c2)CC1)c1ccc(Br)o1	0	16	6	-1	-16	-1.2	-8	-9	-13	7
CCOc1cc2[nH]c(=O)n(CCC(=O)NCCc3ccccc3)c(=O)c2cc1OCC	-2	1	11	-5	-1	-0.8	-2	-13	24	-5
Fc1cc(F)cc(NC(=S)NN2CCOCC2)c1	-1	8	3	-4	-8	1.5	-9	-4	-10	6
COc1ccc(Cc2nnc(SCC(=O)NC3CCCCC3)n2C)cc1	0	44	-12	nt	-44	-1.2	-8	-11	-10	-2
CCOc1cccc(C(=O)Nc2cnn(Cc3ccccc3)c2)c1	-1	-1	-1	-1	1	-0.5	-7	3	-5	1
COc1ccccc1N(CC(=O)NC(C)C)S(=O)(=O)c1cccs1	0	9	-14	0	-9	0.5	3	-9	0	-2
Cc1[nH]nc2c1C1(CCOC1C)C(C#N)=C(N)O2 (stereo not drawn)	-2	-12	9	2	12	-1.5	0	-5	26	2
CCOC(=O)c1c(N2C(=O)Nc3ccccc3N2O)n[nH]c1-c1cccc(OC)c1	4	22	5	-1	-22	-0.8	-4	-13	-2	2
O=C(CSC1CC(=O)N(c2ccc(C(=O)O)cc2)C1=O)Nc1ccc(Cl)cc1 (stereo not drawn)	-4	3	1	1	-3	2.4	3	-9	46	2
CCOC(=O)N1CCN(CC(O)COCc2ccc(OC)c(OC)c2)CC1 (stereo not drawn)	2	-36	2	-3	36	2.2	-11	1	10	-4
CC(C)NC(=O)Cn1cnc2c(cnn2-c2ccc(F)cc2)c1=O	1	-4	-5	-5	4	-2.4	-16	-8	14	1
C=CCSc1nnc2nc3[nH]c4c(C)cccc4c3nn12	8	11	6	4	-11	-1.4	-7	-10	-13	4
CCN(CC(=O)Nc1ccc(NC(C)=O)cc1)C(=O)/C=C/c1cn(-c2ccccc2)nc1-c1cccs1	-3	-24	1	0	24	0.5	-15	4	-14	-3
O=C(NC(=S)N1CCN(c2ccc([N+](=O)[O-])cc2)CC1)c1ccco1	1	-2	1	0	2	-1.5	-5	-7	9	-2
CCn1ccnc1CN(C)Cc1c(C(=O)N2C[C@@H](C)O[C@@H](C)C2)nc2ccc(Cl)cn12	1	24	7	1	-24	1.1	-10	-5	0	-2
CCCCS(=O)(=O)C(=C1Nc2ccccc2N1)S(=O)(=O)CCCC	-5	8	10	0	-8	0.3	-7	2	-4	2
O=S(=O)(Nc1cccc(-n2cnnn2)c1)c1cc(Cl)ccc1Cl	2	36	-7	33	-36	-0.6	-10	-9	2	0
O=C(Cn1cnc2c(cnn2-c2ccc(F)cc2)c1=O)NCc1ccco1	-3	18	-6	nt	-18	-1.1	-19	-4	-7	-1
CC1CC(C)CN(S(=O)(=O)c2cccc(C(=O)N3C(=O)c4cccc(N)c4C3=O)c2)C1 (stereo not drawn)	0	45	-5	1	-45	1.0	-10	0	-4	-7
Cc1c(NS(=O)(=O)N2CCCC2)c(=O)n(-c2ccccc2)n1C	-2	-4	6	-1	4	-0.7	-18	-5	8	-7
COc1ccc(N2C(=O)C3CCCN3C2c2ccc(C)cc2)cc1Cl (stereo not drawn)	-3	23	-6	3	-23	0.8	-9	-1	1	-7
CC1CCCCC1NC(=O)CCS(=O)(=O)c1cc2c(cc1Cl)NC(=O)CO2 (stereo not drawn)	5	8	5	1	-8	-1.1	-7	-2	37	1
O=c1[nH]c(CN2CCCCC2)nc2c1C1(CCCCC1)Cc1ccccc1-2	1	-25	4	2	25	-0.2	-15	-6	8	-1
Cc1ccc(NC2CCCN(C(=O)c3ccoc3C)C2)cc1C (stereo not drawn)	0	20	3	3	-20	0.0	-2	-3	42	-6
CC(Nc1nc(-c2ccc3c(c2)NC(=O)CO3)cs1)c1ccccc1 (stereo not drawn)	13	-41	-3	1	41	-0.8	6	-18	-6	-5
CSc1nc2c(c(=O)[nH]c(=O)n2C)n1C/C=C(\C)Cl	2	8	-3	-3	-8	-2.6	0	-2	30	2
Cc1ccc(-n2cc(CNCCCn3ccnc3C)c(-c3ccc(F)cc3)n2)cc1	-1	10	5	12	-10	-2.2	-16	-12	-9	-3
CC(C)CCN(C(=O)c1ccc(N2CCCC2=O)cc1)c1c(N)n(Cc2ccccc2)c(=O)[nH]c1=O	1	-8	-2	0	8	1.1	-12	-19	9	1
CCOC(=O)c1cc2sccc2n1CC(=O)N1CCN(C(=O)c2ccco2)CC1	-3	2	-6	4	-2	1.0	-5	-9	1	-2
CC(C)(CNC(=O)c1cc(-c2ccc(Cl)s2)nc2ccccc12)N1CCOCC1	0	-56	-9	-5	56	-0.9	-10	-29	-2	1
Cc1nn(CC(=O)N2CCOCC2)c(=O)c2ccccc12	-1	-9	0	23	9	0.6	-10	-8	-4	2
COc1cc(NC(=O)Nc2ccc(Cl)c(Cl)c2)c(C(=O)O)cc1OC	0	nt	-2	-1	nt	0.2	-10	0	-8	0
COc1cc(-c2nnc(NC(=O)CCS(=O)(=O)c3ccc(F)cc3)o2)cc(OC)c1OC	-3	-3	6	7	3	-1.1	-15	0	4	-4
O=C(NCCc1ccc(Cl)cc1)C1CCN(S(=O)(=O)N2CCC3(CC2)OCCO3)CC1	1	2	8	nt	-2	3.5	-9	-2	0	-1
Cc1csc(NC(=O)C(C)Oc2ccc(Br)cc2)n1 (stereo not drawn)	-4	4	9	0	-4	-1.8	-12	-10	10	-6
O=C(Cn1cnc([N+](=O)[O-])c1)c1ccc(Cl)cc1	-1	9	14	nt	-9	1.7	-8	-5	4	-6
CC12C(=O)N(n3cnnc3)C(=O)C1C1C=CC2C1 (stereo not drawn)	-2	33	-5	-3	-33	-0.6	-16	0	-7	-3
CCOc1ccc2[nH]c(C(=O)N/N=C/c3cc(OC)c(OC)c(OC)c3)cc2c1	-7	-19	-20	-1	19	1.9	0	3	11	-4

# Full records from above.
# Profile of CSc1nc2c(c(=O)[nH]c(=O)n2C)n1C/C=C(\C)Cl : DAGLB inhibitor: 2; SR-BI DiI-HDL act: 8; PKA-R2B act: -3; NSD2 inh: -3; SR-BI HDL uptake: -8; C-LANA FP: -2.6; PvdQ acylase: 0; Cardiac RTF inh: -2; Arrestin-AP2 inh: 30; Keap1-Nrf2 PPI: 2
# Profile of CCCCS(=O)(=O)C(=C1Nc2ccccc2N1)S(=O)(=O)CCCC : DAGLB inhibitor: -5; SR-BI DiI-HDL act: 8; PKA-R2B act: 10; NSD2 inh: 0; SR-BI HDL uptake: -8; C-LANA FP: 0.3; PvdQ acylase: -7; Cardiac RTF inh: 2; Arrestin-AP2 inh: -4; Keap1-Nrf2 PPI: 2

# (listing goes on)
smiles	DAGLB inhibitor	SR-BI DiI-HDL act	PKA-R2B act	NSD2 inh	SR-BI HDL uptake	C-LANA FP	PvdQ acylase	Cardiac RTF inh	Arrestin-AP2 inh	Keap1-Nrf2 PPI
O=C(Nc1ccc(Cl)cc1C(=O)N1CCOCC1)c1ccco1	-1	25	-13	37	-25	1.3	3	-2	29	-2
COc1ccc(CCNC(=O)CCc2ccc(S(=O)(=O)NC(C)C)cc2)cc1	-1	-8	-16	1	8	0.3	-11	-3	7	-6
O=C(NCC1CCCN1S(=O)(=O)c1cccs1)C(=O)Nc1cccc(F)c1 (stereo not drawn)	0	-8	-3	-1	8	-0.8	-10	-11	6	-3
Cc1cc2ccccn2c1C(=O)c1cc([N+](=O)[O-])cc([N+](=O)[O-])c1	8	-83	3	8	82*	-0.8	0	-9	36	-4
Cn1c(=O)c2ncn(CC(=O)NC3CCCCCC3)c2n(C)c1=O	2	-1	-5	1	1	1.5	-4	10	-12	5
CC(C)c1ccccc1OCCNS(C)(=O)=O	-7	-18	0	-2	18	1.7	-11	-7	4	-5
O=c1[nH]c(=S)[nH]nc1Cc1ccc(Cl)c(Cl)c1	3	7	4	1	-7	0.9	7	-4	0	0
Cc1c(Cl)cccc1N=c1c([N+](=O)[O-])nn(-c2ccccc2)n1O	0	-8	-7	1	8	-0.8	-12	-6	7	-4
COc1ccc(C(=O)OCc2cc(C)ccc2C)cc1S(=O)(=O)N1CCCC1	-7	-47	-4	20	47	-0.1	4	3	4	2
CSc1nc(-c2ccc(Cl)cc2)nn1S(=O)(=O)c1ccc(Cl)cc1	-2	21	8	-3	-21	0.9	-3	8	-6	7
O=C(NCCCn1cccn1)C1CCC(=O)N(Cc2cccc(C(F)(F)F)c2)C1 (stereo not drawn)	0	26	4	-1	-26	-0.6	-12	-4	2	-2
